# PERK inh: blocks human PERK kinase. Q9NZJ5. CHO PERK-DD fusion, SEAP luminescence translation reporter. inhibition, % at 5.6 µM. hit rate 0.17% among 220,000;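 active = inhibition above the mean inhibition of all tested compounds plus 3 SD, set separately per screening campaign, cut at about 2.9% in these data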;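 also: PERK kinase domain activated by AP20187 dimerizer at 100 nM; 0% = DMSO with dimerizer and 100% = rapamycin at 8.4 µM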
# Wee1 degr inh: inhibitors of human Wee1 degradation; HeLa Luc-Wee1K328M stability, luciferase luminescence; 100% = proteasome inhibitor MG132 effect; P30291; reporter increase, % at 5 µM; hit rate 1.2% among 220,000; AID 1321;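 active = activation above the mean of all tested compounds plus 3 SD, set per screening run, cut at about 8.8% in these data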;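 also: cells exposed to compound for 20 h before luminescence read; 0% = DMSO alone and 100% = MG132 at 30 µM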
# Ba/F3 V617F tox: lowers viability of Ba/F3 cells expressing EpoR and JAK2V617F; inhibition, % at 5.6 µM; AID 1446; ATP luminescence; hit rate 1.1% among 220,000;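 active = inhibition above the campaign mean plus 3 SD over all tested compounds, cut at about 24% in these data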;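 also: cytokine-independent growth of Ba/F3 cells driven by EpoR plus mutant JAK2; 0% = DMSO-treated cells and 100% = JAK inhibitor I control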
# MDM2 E3 inh: blocks human Mdm2 ubiquitin ligase activity; Q00987; cell-based MDM2 ubiquitination luciferase reporter, 2 h; 0 = plate control, 100 = twice control, blank-subtracted; signal enhancement, % at 5 µM; hit rate 0.11% among 210,000; AID 1230;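 active = signal enhancement of 30% or more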;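 also: luminescence tracks abundance of the self-degrading MDM2-luciferase fusion protein; higher signal means inhibition of MDM2 E3 ligase activity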
#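 Test system: mammalian cells stably expressing self-ubiquitinating, self-degrading MDM2 E3–luciferase fusion; Amount: 2000 cells in each well; Medium: DMEM; Schedule: 4 h settle plus 2 h compound, 37 °C; Technique: SteadyLite luciferase luminescence after 15 min room-temperature reagent incubation; Benchmarks: plate control and blank wells.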
# BaF3 parental: counter-screen for JAK2V617F inhibitors: parental Ba/F3 viability inhibitors. CellTiter-Glo ATP luminescence. inhibition, % at 5.6 µM. hit rate 1.1% among 220,000. AID 1486;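 active = inhibition above a per-campaign cutoff, the mean inhibition of all tested compounds plus 3 SD, cut at about 27% in these data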;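 also: 0% = DMSO wells and 100% = JAK Inhibitor I control wells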
# S1P4 antag: blocks the human S1P4 receptor. inhibition, % at 4.98 µM. AID 1510. S1P4-expressing cells, antagonist mode, reporter read-out. O95977. hit rate 0.26% among 220,000; in the data active = inhibition above about 29%;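 also: 0% = wells stimulated with agonist and 100% = vehicle wells without agonist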
# eIF4E 4G PPI: inhibitors of eIF4E and eIF4G interaction in translation initiation; inhibition, % at 21.7 µM; TR-FRET eIF4E-eIF4GI(517-606) binding, 2 h; AID 782; hit rate 0.37% among 220,000; P63073+Q04637;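 active = inhibition above about 30%, limit read from the data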;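 also: 0% = full FRET control wells and 100% = background wells lacking eIF4GI fragment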
# Target sequence (P63073 whole entry, looked up, the tested form may be a part): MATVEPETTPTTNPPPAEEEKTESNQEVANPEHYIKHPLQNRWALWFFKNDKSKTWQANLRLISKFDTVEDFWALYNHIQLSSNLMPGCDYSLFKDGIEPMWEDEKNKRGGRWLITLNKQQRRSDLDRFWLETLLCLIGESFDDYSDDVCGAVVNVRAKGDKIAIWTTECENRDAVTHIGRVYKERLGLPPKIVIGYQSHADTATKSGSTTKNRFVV
# Target sequence (Q04637 whole entry, looked up, the tested form may be a part): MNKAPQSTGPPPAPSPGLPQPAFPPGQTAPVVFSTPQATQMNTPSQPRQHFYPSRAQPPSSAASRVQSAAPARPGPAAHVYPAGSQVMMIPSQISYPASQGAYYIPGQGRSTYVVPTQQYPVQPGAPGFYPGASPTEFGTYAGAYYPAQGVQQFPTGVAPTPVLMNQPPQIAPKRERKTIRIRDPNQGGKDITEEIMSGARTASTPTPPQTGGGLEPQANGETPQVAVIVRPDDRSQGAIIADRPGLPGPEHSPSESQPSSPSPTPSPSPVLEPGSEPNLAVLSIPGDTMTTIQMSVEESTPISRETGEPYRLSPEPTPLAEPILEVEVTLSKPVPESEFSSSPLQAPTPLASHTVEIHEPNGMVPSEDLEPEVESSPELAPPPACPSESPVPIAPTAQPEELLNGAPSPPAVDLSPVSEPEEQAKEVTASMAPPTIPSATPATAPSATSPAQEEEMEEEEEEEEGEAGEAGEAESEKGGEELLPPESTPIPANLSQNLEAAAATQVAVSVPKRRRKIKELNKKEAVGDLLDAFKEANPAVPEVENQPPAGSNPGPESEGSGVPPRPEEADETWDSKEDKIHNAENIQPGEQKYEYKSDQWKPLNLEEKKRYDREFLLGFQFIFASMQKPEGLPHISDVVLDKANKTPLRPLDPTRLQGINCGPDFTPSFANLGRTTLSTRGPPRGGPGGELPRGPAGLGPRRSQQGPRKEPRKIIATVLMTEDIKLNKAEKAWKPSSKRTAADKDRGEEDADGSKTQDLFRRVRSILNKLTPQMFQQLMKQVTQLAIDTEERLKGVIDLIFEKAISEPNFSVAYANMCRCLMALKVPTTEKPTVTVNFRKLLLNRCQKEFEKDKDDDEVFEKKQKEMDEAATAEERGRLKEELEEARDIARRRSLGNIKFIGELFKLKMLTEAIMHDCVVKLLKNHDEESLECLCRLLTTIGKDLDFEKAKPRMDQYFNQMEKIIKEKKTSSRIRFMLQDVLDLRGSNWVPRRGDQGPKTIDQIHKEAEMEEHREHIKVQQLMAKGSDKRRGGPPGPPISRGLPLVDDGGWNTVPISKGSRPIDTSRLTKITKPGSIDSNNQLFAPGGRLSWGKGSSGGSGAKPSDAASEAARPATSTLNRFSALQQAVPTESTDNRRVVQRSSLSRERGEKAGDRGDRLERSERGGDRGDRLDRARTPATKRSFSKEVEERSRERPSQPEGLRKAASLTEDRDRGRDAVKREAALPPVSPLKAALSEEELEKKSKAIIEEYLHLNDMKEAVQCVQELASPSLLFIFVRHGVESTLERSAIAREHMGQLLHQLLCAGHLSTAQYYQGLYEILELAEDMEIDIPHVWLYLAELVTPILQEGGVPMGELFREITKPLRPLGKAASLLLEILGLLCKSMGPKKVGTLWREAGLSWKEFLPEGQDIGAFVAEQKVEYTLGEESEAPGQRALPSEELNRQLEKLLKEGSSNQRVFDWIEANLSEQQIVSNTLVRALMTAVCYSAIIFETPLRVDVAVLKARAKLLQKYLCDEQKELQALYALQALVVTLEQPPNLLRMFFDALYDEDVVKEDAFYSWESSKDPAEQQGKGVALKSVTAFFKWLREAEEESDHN
# NPY2 pot ag: human NPY-Y2 potentiation or agonism, primary screen | cells expressing NPY-Y2, potentiator/agonist read-out | hit rate 0.45% among 220,000 | activation, % at 3.6 µM | AID 1359 | P49146; in the data active = activation above about 27%;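 also: cells stimulated with NPY near EC25 plus isoproterenol at EC100; 0% = vehicle plus submaximal agonist and 100% = vehicle plus saturating agonist; some results beyond the cut were filed as inactive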
# S1P4 ag: agonists of human S1P4 receptor; activation, % at 4.98 µM; O95977; hit rate 0.35% among 220,000; S1P4-expressing cell line, agonist reporter assay; AID 1509; in the data active = activation above about 11%;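 also: 0% = DMSO vehicle and 100% = reference agonist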
# Active calls of the source: *; / = no result given; [ ] = another dose, or the depositor's remark.
SMILES,PERK inh,Wee1 degr inh,Ba/F3 V617F tox,MDM2 E3 inh,BaF3 parental,S1P4 antag,eIF4E 4G PPI,NPY2 pot ag,S1P4 ag
CC(=O)Nc1sc2c(c1C(c1ccncc1)N1CCOCC1)CCCC2 (centres undefined),-0.1,0,3,-1,1,-19,2,4,-1.6
CC(=O)Nc1cc(C(=O)N2CCCC2)ccc1Sc1ccc(C)cc1,-1.1,-2,6,-8,2,-2,6,6,-2.4
O=C(Nc1sc2c(c1C(=O)N1CCOCC1)CCCCC2)c1cccnc1,1.0,0,-1,-10,3,0,0,-10,0.2
N#Cc1cccc(NC(=O)CN2C(=O)NC(Cc3ccccc3)C2=O)c1 (centres undefined),1.2,1,-5,-4,0,-1,1,18,-1.0
Clc1ccc(CSc2nnc(-c3ccc4c(c3)OCO4)o2)cc1,-0.5,-3,-3,-4,5,-4,-10,3,0.2
CCC(C)(C)NC(=O)CN(Cc1cccs1)C(=O)CCC(=O)Nc1nccs1,1.1,0,1,-14,6,-14,-6[fluorescence artefact?],1,-1.8
Cc1ccc2[nH]c(=O)c(CN(CCc3ccccc3)C(=O)N3CCOCC3)cc2c1,-0.3,-1,4,/,6,6,9,-4,-1.1
Cc1ccc(C2C3=C(CCCC3=O)Nc3nc(SCC(=O)NCc4ccco4)[nH]c(=O)c32)cc1 (centres undefined),0.4,4,3,-7,4,8,2,-7,-0.5
CCOC(=O)c1c(NC(=O)c2cccnc2Cl)sc(C(=O)N(C)C)c1C,-0.5,3,-2,-19,4,-33,5,-1,-1.9
CNS(=O)(=O)c1ccc(C(C)(C)C)cc1,1.2,1,-1,3,1,-14,2,-2,-1.0
CCCn1nc(C(=O)Nc2cccc(C(=O)OC)c2)c2ccccc2c1=O,-0.6,4,3,-12,11,2,11,-13,-1.2
Cn1c(CCc2nc3ccccc3[nH]2)nnc1SCC#N,-0.1,-2,4,-14,5,1,-3,-7,-0.8
CCCOC(=O)c1cc(-c2ccc(/C=C3/C(=O)N(C)C(=O)C(C#N)=C3C)o2)ccc1Cl,2.3,1,0,/,5,-5,/,4,-0.8
Cc1cccc(-n2nnc(C(=O)N3CCc4ccccc4C3)c2N)c1,-1.4,-1,-2,-9,2,-14,7[fluorescence artefact?],6,1.3
C/C(CCN1CCCCc2nc(C)c(C)cc21)=N\O[C@H](C)c1cn([C@H](CO)Cc2ccccc2)nn1,-0.7,-3,-3,/,4,-5,3,11,1.0
COc1ccc(/C=N\N=C2/SC(CC(=O)O)C(=O)N2c2ccc(O)cc2)cc1 (centres undefined),0.9,-2,-2,22,2,-21,-1,-2,1.8
O=C(c1cc(N2CCCCC2)nc2ccccc12)N1CCOCC1,-0.7,4,4,-3,4,16,7[fluorescence artefact?],0,-2.0
Cc1occc1C(=O)Nc1sc2c(c1C(N)=O)CCC(C(C)(C)C)C2 (centres undefined),0.1,-1,-4,-8,3,-9,-17,0,-0.8
Cc1ccc([N+](=O)[O-])cc1-c1ccc(/C=N/NC(=O)CN2CCOCC2)o1,1.4,2,-2,-11,-4,2,5,-7,-1.4
COc1ccc(S(=O)(=O)N2CCN(C3CCN(Cc4ccccc4)CC3)CC2)cc1,-0.3,0,-1,-26,5,-5,-11,-2,-1.3
Cc1cccc(N2C(=O)CC(c3ccc(F)cc3)C3=C2COC3=O)c1 (centres undefined),1.1,-1,-1,19,9,1,-2,-11,-0.5
CCCn1c(=O)c2ccccc2n2c(SCCOc3ccccc3F)nnc12,-1.0,-1,0,-19,-1,-5,5[fluorescence artefact?],-15,-0.6
Cc1ccc(S(=O)(=O)N2CCN(C(=O)CSc3nc4ccccc4c(=O)[nH]3)CC2)cc1,0.2,1,-1,-7,2,-3,-7,2,2.5
CC(C)C(=O)n1nc(-c2cccnc2)nc1NCc1ccc(F)cc1,0.0,-1,-2,-15,0,-7,4,14,-1.2
COc1ccc2nc(NC(=O)CSc3nnc(-c4ccoc4C)n3C)sc2c1,-0.4,6,2,-15,-1,7,15,5,-0.2
# Next part
SMILES,PERK inh,Wee1 degr inh,Ba/F3 V617F tox,MDM2 E3 inh,BaF3 parental,S1P4 antag,eIF4E 4G PPI,NPY2 pot ag,S1P4 ag
COc1cccc(C(=O)c2c(C)c(CCC#N)n3ccccc23)c1,0.6,0,-1,-4,3,0,1,-7,0.1
CCC(C)NC(=O)N[C@@H](CCSC)C(=O)OC (some centres undefined),1.2,-1,-4,-15,2,-4,-3,-2,0.3
O=C(CCn1cccc1)NCCc1ccc(Cl)cc1,1.7,6,0,-21,3,-8,-7[fluorescence artefact?],-18,1.4
COc1ccc(C)cc1NC(=O)COC(=O)c1ccc([N+](=O)[O-])o1,1.4,3,4,-6,7,-6,3,-19,-0.5
Cc1ccc(N2N=C(c3ccc(Br)cc3)CCC2=O)cc1,0.4,0,3,-11,4,-18,3,-2,2.6
Cn1c(=O)c2c(nc(Oc3ccc4c(c3)OCO4)n2Cc2ccc(Br)cc2)n(C)c1=O,1.9,3,-4,-3,-2,7,0,7,-0.7
O=C(/C=C/c1ccccc1)NCCc1nc2ccccc2[nH]1,-0.6,2,-2,-5,1,-2,-4,-15,1.0
CCn1c(SCC(=O)NC2CCCCC2)nnc1-c1cccs1,-0.7,-3,-5,-14,0,4,-11,-5,0.1
Cc1nc2oc3c(NCC4CCCO4)ncnc3c2c2c1COC(C)(C)C2 (centres undefined),0.2,-2,-2,-18,1,10,2,-6,-0.7
Cn1c(Cn2cnc3ccccc32)nnc1SCc1ccccc1,0.6,2,-1,16,1,-7,-7,13,0.9
CCc1ccc(C(C(=O)NC2CCCC2)N(C(=O)/C=C/C(=O)Nc2cc(C)on2)c2ccccc2C)cc1 (centres undefined),0.8,5,-4,2,-3,-8,-2[fluorescence artefact?],1,-2.1
COc1ccc(NCC(=O)Nc2ccc(Cl)cc2C)c(OC)c1,-1.1,-1,7,-6,5,-5,7,-7,1.1
O=C(Nc1ccc2c(c1)OCCO2)C1CCN(S(=O)(=O)c2cccs2)CC1,-0.3,-1,0,-14,4,1,-5,-4,0.9
CCN(CC)CCCC(C)NC(=O)c1cccc(S(=O)(=O)N2CCc3ccccc32)c1 (centres undefined),0.3,1,-1,-2,1,9,3,7,-1.3
CC1(C)OC(C(=O)NC2CCCCC2)C(C(=O)NC2CCCCC2)O1 (centres undefined),-0.3,0,0,-34,0,13,2,6,0.9
CCOc1ccc(NC(=O)N2CCC(n3nnc4ccccc43)CC2)cc1,0.2,-4,2,-19,6,19,4,-9,1.9
CC1CN(C(=O)C(C)Sc2nnnn2C)CC(C)O1 (centres undefined),0.6,3,-1,-6,3,-15,-1,-4,1.1
CCOC(=O)c1sc2c(c1C)c(=O)c(C(=O)OCC)cn2CC,-0.2,-1,9,-6,11,0,5,2,1.5
CCC(c1nnnn1Cc1ccccc1)N1CCN(c2ccc(OC)cc2)CC1 (centres undefined),-0.3,-4,-1,1,6,-11,3,14,0.5
COc1ccc2oc(-c3ccc(C)c(NC(=O)CSc4ccc(Cl)cc4)c3)nc2c1,1.3,-1,1,-7,6,6,1,-8,0.5
Cc1ccc2nc(-c3ccc(S(=O)(=O)N4CCOCC4)cc3)cn2c1,-0.4,0,-1,-8,5,-14,-2,-17,-0.7
O=C(Oc1cccc2cccnc12)c1ccc(N2C(=O)C3C4CCC(C4)C3C2=O)cc1 (centres undefined),0.4,-3,2,-9,9,-16,8,4,0.7
O=C(NC1CCCCC1)C1Cc2ccccc2CN1S(=O)(=O)c1ccc(F)cc1 (centres undefined),-0.7,4,1,0,5,1,3,9,-0.9
CCCC1(C(=O)OCC)NC(c2ccc(OC)cc2OC)C2C(=O)N(c3ccc4c(c3)OCCO4)C(=O)C21 (centres undefined),-1.0,4,3,3,1,-1,3,5,0.0
CN(C)CC(=O)Nc1cc(C(F)(F)F)ccc1Cl,0.6,-1,-4,-5,0,0,16,11,0.1

# Ordered by value in Wee1 degr inh (low to high): 3 of the compounds above
SMILES	Wee1 degr inh
CC(=O)Nc1cc(C(=O)N2CCCC2)ccc1Sc1ccc(C)cc1	-2
CC1(C)OC(C(=O)NC2CCCCC2)C(C(=O)NC2CCCCC2)O1 (centres undefined)	0
CCc1ccc(C(C(=O)NC2CCCC2)N(C(=O)/C=C/C(=O)Nc2cc(C)on2)c2ccccc2C)cc1 (centres undefined)	5

# Continued:
SMILES,PERK inh,Wee1 degr inh,Ba/F3 V617F tox,MDM2 E3 inh,BaF3 parental,S1P4 antag,eIF4E 4G PPI,NPY2 pot ag,S1P4 ag
O=C(CCC1CCCC1)NC1CCCCC1,-0.7,-2,2,-2,2,4,2[fluorescence artefact?],-4,-0.8
Cc1nc(Cl)c(C(=O)Nc2cccc(F)c2)c(C)c1Cl,-0.2,3,0,-10,-2,-5,-2,-11,-1.0
O=C(CCS(=O)(=O)Cc1ccccc1)Nc1ccc2c(c1)OCCO2,0.4,-5,1,-16,0,14,1,1,0.8
c1ccc(Cn2nnnc2C(c2cccnc2)N2CCN(c3ccccc3)CC2)cc1 (centres undefined),-0.5,-1,-2,-15,-1,2,1[fluorescence artefact?],17,-2.0
COc1ccc(/C=C/C(=O)Nc2nc(C)cc(C)n2)cc1OC,0.1,9,4,-6,5,5,-1[fluorescence artefact?],-13,-2.3
COc1ccc(OC)c(-c2csc(NC(=O)C3=NN(c4ccccc4)C(=O)CC3)n2)c1,0.7,1,0,-6,12,-26,-2,-5,1.1
Cc1cccc(C(=O)Nc2nnc(SCC(=O)Nc3ccc4c(c3)oc3ccccc34)s2)c1,0.6,-3,0,2,4,-3,-2[fluorescence artefact?],-2,2.7
CCCCOc1ccc(-c2cnc3ccccc3n2)cc1,0.4,-1,-1,-62,4,-10,0,2,2.0
CCCCn1c(=O)[nH]c(=O)c2c1nc(-c1ccc(-c3ccccc3Br)o1)n2CC,0.3,1,-1,-32,5,-16,4[fluorescence artefact?],10,2.0
Cc1cc2c(N=NC(=O)C3CC3c3ccccc3)c(O)[nH]c2cc1Br (centres undefined),1.0,0,-7,5,-1,-22,11,8,0.3
Cc1c(N/C=C/C(=O)c2cccs2)c(=O)n(-c2ccccc2)n1C,-0.6,-1,0,-4,-1,-4,3,-7,1.0
Cn1c(N)c(C(=O)Nc2c(Cl)cccc2Cl)sc1=S,-0.6,-2,-2,-14,0,-7,4,-10,1.2
CSc1ccccc1-c1nnc(-c2ccc(Cl)c(Cl)c2)o1,1.0,-1,2,-3,6,6,0,5,0.9
O=C(Nc1ccccn1)c1ccc(=O)[nH]n1,1.2,4,-1,-18,4,4,-1,-16,0.6
O=C(CN1CCN(c2ccccc2)CC1)Nc1nccs1,0.6,-1,-3,9,4,-24,8,-8,-4.3
Cc1ccc(C(C(=O)NC(C)(C)C)N(Cc2cccs2)C(=O)c2csnn2)cc1 (centres undefined),-1.7,4,2,/,4,-12,/,-3,3.5
COc1ccc2nc3sc(C(=O)NCCCN4CCc5ccccc5C4)cc3cc2c1,-0.8,5,1,-11,7,-17,-3,-1,0.0
CCCCOc1ccc(C(=O)NCc2ccco2)cc1,-0.8,0,1,-4,2,24,6,-6,-0.3
COc1ccccc1N(CC(=O)Nc1ccc(F)c(F)c1)S(C)(=O)=O,0.6,0,0,-12,6,4,4[fluorescence artefact?],9,-1.2
CC1=N/C(=C/c2cccnc2)C(=O)O1,0.4,1,2,-13,4,-4,1,2,0.5
COC(=O)C1=C(N)OC2=C(C(=O)CCC2)C1c1cccnc1 (centres undefined),-0.6,-4,3,-4,1,-9,-2,3,-0.1
